Assay outcomes as filed in PubChem BioAssay.
CHT inh – inhibitors of human choline transporter CHT | B-score at 10 µM | hit rate 0.86% among 310,000 | CHT-expressing cells, membrane potential dye, choline response; active compounds read low | High affinity choline transporter 1 (Homo sapiens), Q9GZV3;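 active = B-score over 3 SD under the library average, and starting fluorescence ratio not unusually high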;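 note: choline stimulus applied at its EC90 after an EC20 pre-addition; B-score computed on integrated fluorescence ratio after choline addition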
KCNQ2 inh – KCNQ2 potassium channel inhibitors, primary screen, cell-based, CHO-K1, FluxOR thallium flux, B-score (AID 2156) | Potassium voltage-gated channel subfamily KQT member 2 (Rattus norvegicus), O88943 | 20 min; active compounds read low | B-score at 10 µM | hit rate 1.1% among 310,000;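 active = fluorescence ratio B-score at most minus 3 library SDs, with starting brightness B-score within 2 library SDs, cut at about -5.5 in these data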
Target sequence (O88943 whole entry, looked up): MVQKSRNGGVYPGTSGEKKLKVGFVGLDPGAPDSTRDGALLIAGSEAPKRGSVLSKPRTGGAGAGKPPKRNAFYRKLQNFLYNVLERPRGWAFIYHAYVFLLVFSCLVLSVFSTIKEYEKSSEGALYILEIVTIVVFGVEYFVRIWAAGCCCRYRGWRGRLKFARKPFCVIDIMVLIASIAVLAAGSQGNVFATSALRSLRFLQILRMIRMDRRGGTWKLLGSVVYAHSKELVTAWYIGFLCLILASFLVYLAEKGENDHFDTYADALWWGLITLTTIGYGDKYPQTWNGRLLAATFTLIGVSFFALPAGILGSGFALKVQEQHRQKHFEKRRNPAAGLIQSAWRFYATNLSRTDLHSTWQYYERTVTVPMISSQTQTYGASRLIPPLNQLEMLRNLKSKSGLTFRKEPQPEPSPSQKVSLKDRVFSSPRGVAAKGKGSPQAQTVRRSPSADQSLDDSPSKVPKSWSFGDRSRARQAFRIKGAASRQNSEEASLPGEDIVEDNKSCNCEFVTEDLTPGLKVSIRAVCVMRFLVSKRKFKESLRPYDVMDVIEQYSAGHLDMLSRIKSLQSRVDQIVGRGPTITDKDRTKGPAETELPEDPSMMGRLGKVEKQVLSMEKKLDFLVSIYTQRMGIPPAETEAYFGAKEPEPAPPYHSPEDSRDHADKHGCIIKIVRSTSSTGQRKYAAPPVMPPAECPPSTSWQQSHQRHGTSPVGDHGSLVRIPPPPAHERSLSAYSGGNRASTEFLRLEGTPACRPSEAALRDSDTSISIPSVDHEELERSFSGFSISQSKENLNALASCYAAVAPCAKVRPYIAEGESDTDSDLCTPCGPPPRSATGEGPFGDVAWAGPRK
Active calls of the source: *; i = inactive; . = not tested or not shown.

| SMILES | KCNQ2 inh | CHT inh |
| --- | --- | --- |
| CCOC(=O)c1cc(C)n(Cc2ccc(OCC)c(OC)c2)c1C | i | i |
| CC(=O)C1=C(O)C(=O)N(c2nccs2)C1c1ccc(F)cc1 (configuration not stated) | i | i |
| COc1ccc(C(=NN)c2ccc(OC)cc2)cc1 | i | i |
| O=C(Nc1cccc(NC(=O)c2cccc(F)c2)c1)c1ccccc1 | i | i |
| COc1ccc(C(=O)NCc2ccc(Cl)c(Cl)c2)cc1OC | i | i |
| Cc1ccc(O)c(C(=O)c2cnn(C(=O)COc3ccccc3C#N)c2)c1 | i | i |
| OC(CNc1ccccc1)COc1ccc(OCC(O)CNc2ccccc2)cc1 (configuration not stated) | i | i |
| O=C(Nc1nc2ccccc2n1CCOc1ccccc1)c1ccco1 | i | i |
| CCN(CC)C(=O)CSc1nc2c(sc(=S)n2CC)c(=O)n1-c1ccccc1 | i | i |
| Cc1ccc(CSCC(=O)N(C)CC(=O)Nc2ccc(Br)cc2C)cc1 | i | i |
| CCOC(=O)NC(=O)/C(C=Nc1ccc(Cl)cc1)=C(\C)O | i | i |
| COc1ccc(NS(=O)(=O)c2ccc(C)c(C(=O)N(C)CCc3ccc(OC)c(OC)c3)c2)cc1 | i | i |
| Cc1n[nH]c(C)c1S(=O)(=O)N(CC(=O)N1CCc2ccccc21)c1ccc(C(C)C)cc1 | i | i |
| COCON1C(=O)CN(C(C)=O)C1c1ccc(Cl)cc1Cl (configuration not stated) | i | i |
| CC(C)(C)n1nnnc1C(c1ccccc1F)N1CCN(C2CCCC2)CC1 (configuration not stated) | i | . |
| Brc1ccc2c(c1)OCCOCCOCCOCCOCCO2 | i | i |
| CC(C)c1c(O)nc(SCC(=O)N2CCOCC2)[nH]c1=O | i | i |
| Clc1ccc(-c2nc3ccccc3[nH]2)cn1 | i | i |
| CCOC(=O)c1c(C)n(C)c2ccc(OC(=O)c3ccc([N+](=O)[O-])cc3)cc12 | i | i |
| COC(=O)[C@@H](NC(=O)Nc1ccc(S(N)(=O)=O)cc1)C(C)C | i | i |
| CCOc1ccc(-c2cc(C(=O)NCCCN3CCOCC3)c3ccccc3n2)cc1 | i | i |
| COCc1cc(=O)oc2cc(NS(=O)(=O)c3ccc(C)cc3)ccc12 | i | i |
| C/C=C/C(=O)OCC(=O)Nc1cccc(Br)c1 | i | i |
| COc1ccccc1NC(=O)c1ccc2c(c1)N(CC#N)C(=O)C(C)(C)O2 | i | i |
| CCOc1ccc(N2C(=O)CSC2=S)cc1 | i | i |
| COc1ccc(CCC(=O)N(C)CC(=O)Nc2ccc(Cl)c(C(F)(F)F)c2)cc1 | i | i |
| CC(=O)c1cccc(N(C(=O)Cn2nnc3ccccc32)C(C(=O)NCc2ccccc2)c2ccccn2)c1 (configuration not stated) | i | i |
| Cc1ccccc1OCc1nnc(SCC(=O)N2CCc3ccccc32)n1C | i | i |
| COC(=O)CNC(=O)Cn1ccc2ccccc2c1=O | i | i |
| CCCC(CCC)C(=O)NCCN1CCOCC1 | i | i |

Two entries from above, with two lines to a compound:
Each structure is followed by: KCNQ2 inh | CHT inh
- CC(=O)c1cccc(N(C(=O)Cn2nnc3ccccc32)C(C(=O)NCc2ccccc2)c2ccccn2)c1 (configuration not stated)
  i | i
- Cc1ccccc1OCc1nnc(SCC(=O)N2CCc3ccccc32)n1C
  i | i

Next part:
| SMILES | KCNQ2 inh | CHT inh |
| --- | --- | --- |
| CC(=O)c1cc2c(cc1NC(=O)Cn1nc(-c3ccc(F)cc3)ccc1=O)OCO2 | i | i |
| COc1ccc(C(=O)N(C)Cc2ccccc2)cc1Br | i | i |
| CCn1cc(C2=NOC(C(=O)Nc3cc(OC)c(Cl)cc3OC)C2)c(C)n1 (configuration not stated) | i | i |
| CCc1nnc(NC(=O)CN2C(=O)/C(=C/c3ccc(OC)c(OC)c3)SC2=S)s1 | i | i |
| Cc1ccc(S(=O)(=O)/N=C(/NNC(=O)c2cccc(Cl)c2)c2ccccc2)cc1 | i | i |
| COC(=O)CCS(=O)(=O)c1ccc(Cl)c(Cl)c1 | i | i |
| Nc1c(S(=O)(=O)c2cccs2)c2nc3ccccc3nc2n1Cc1ccccc1 | i | i |
| CC(=O)c1c(COC(=O)c2ccc(C)cc2)nc2ccccc2[n+]1[O-] | i | i |
| COc1cc2cc(CN(CCCN3CCOCC3)C(=O)Nc3ccc(F)cc3)c(=O)[nH]c2cc1OC | i | i |
| CN(C)S(=O)(=O)c1cccc(NC(=O)c2cc3ccccc3o2)c1 | i | i |
| CNCCOCC(O)CSc1ccccc1 (configuration not stated) | i | i |
| CC(=O)Nc1ccc(/C=C/c2noc(-c3ccccc3O)n2)cc1 | i | i |
| CC(C)(C)c1ccc(S(=O)(=O)N2CCC(CO)(CC3CCCCO3)CC2)cc1 (configuration not stated) | i | i |
| O=C(O)Cn1cccc1C(=O)c1ccccc1 | i | i |
| N=c1c2c(-c3ccccc3)c(-c3ccccc3)n(Cc3ccccc3)c2ncn1CCCO | i | -9.35* |
| CCN(CC(=O)Nc1ccc(C(=O)OC)cc1)Cc1ccccc1 | i | i |
| C/C=C(/C)C(=O)Nc1cccc(C2=NOC3(C2)C[C@H](C(N)=O)N(C(=O)c2ccccc2)C3)c1 (some centres not stated) | i | i |
| O=[N+]([O-])c1cccc(-c2nnnn2-c2cccc(F)c2)c1 | i | i |
| O=C(Cc1c(F)cccc1Cl)NCC(=O)OCc1ccccc1 | i | i |
| N#CCNC(=O)C1CC(=O)N(CCc2ccc(F)cc2)C1 (configuration not stated) | i | i |
| O=C(COc1ccccc1F)Nc1cc(S(=O)(=O)N2CCOCC2)ccc1N1CCOCC1 | i | i |
| COC(=O)/C=c1/s/c(=C(/C#N)C(=O)N2CCOCC2)n(-c2ccccc2)c1=O | i | i |
| CCNc1nc2c(c(=O)n(C)c(=O)n2C)n1Cc1ccc(Cl)cc1 | i | i |
| Cc1c(Cl)cccc1NC(=O)CCC(=O)NNC(=O)c1ccco1 | i | i |
| CC(OC(=O)c1ccc(Br)c(S(=O)(=O)N2CCOCC2)c1)C(=O)NC1CCCCC1C (configuration not stated) | i | i |
| Cc1occc1C(=O)Nc1cccc2ccccc12 | i | i |
| COc1ccc(NC(=O)CCCN2C(=O)C3CC=CCC3C2=O)cc1 (configuration not stated) | i | i |
| COc1cccc(/C=N/NC(=O)C(=O)N2CCCC2)c1O | i | i |
| O=C(Cc1cccs1)Nc1cccc(-c2nc3cc4ccccc4cc3[nH]2)c1 | i | i |
| O=C(NCCc1ccc(C(F)(F)F)cc1)C1CCC(=O)N(CCc2cccc(F)c2)C1 (configuration not stated) | i | i |
| COCCNC(=O)COc1ccc(Br)cc1Cl | i | i |
| CCC(CC)C(=O)Nc1cccc(C(=O)NCCc2ccccc2)c1 | i | i |
| Cc1ccc(S(=O)(=O)n2nc(C)c(S(=O)(=O)N3CCOCC3)c2C)cc1 | i | i |
| CCCn1nc(NC(=O)c2cccs2)c2cc3cc(C)ccc3nc21 | i | i |
| CC(=O)C(Sc1nc(N(C)C)nc(N(C)C)n1)C(=O)Nc1ccccc1 (configuration not stated) | i | i |
| COc1ccccc1C(=O)NC(=O)COC(=O)c1cccc(OC(F)F)c1 | i | i |
| COc1ccc(C=O)cc1COc1ccc(F)cc1F | i | i |
| O=C(OCc1c(F)cccc1Cl)c1cnccn1 | i | i |
| COC(=O)c1sc(NC(=O)c2ccc(Cn3cc(Cl)cn3)o2)c(C#N)c1C | i | i |
| CCCc1ccc(C(=O)NNc2cc(Cl)ccc2Cl)cc1 | i | i |
| c1ccc(-c2csc(Nc3nc(N4CCOCC4)nc(N4CCOCC4)n3)n2)cc1 | i | i |
| COc1cc(OC)cc(-c2nnc(SCC(=O)N3CCCCC3)o2)c1 | i | i |
| Cc1ccc(S/C(=N\S(=O)(=O)c2ccc(Cl)cc2)c2ccccc2)cc1 | i | i |
| CCc1nc2ccccc2nc1N1CCN(S(=O)(=O)c2ccc(Cl)cc2)CC1 | i | i |
| COc1cc(C(=O)Nc2nnc(C(F)(F)F)s2)c([N+](=O)[O-])cc1OC | i | i |
| COc1ccc2oc(=O)c(C(=O)Nc3cccc(C(C)=O)c3)cc2c1 | i | i |
| O=C(Nc1cnn(C23CC4CC(CC(C4)C2)C3)c1)c1cc(-c2ccccc2)on1 | i | i |
| Nc1nnc(SCC(=O)OCC(=O)Nc2ccccc2)s1 | i | i |
| CCCN(CCC)C(=O)c1ccc2nc(-c3ccc(OC)c(OC)c3)c(-c3ccc(OC)c(OC)c3)nc2c1 | i | i |
| CCN(CC)c1ccc(C2C(C(=O)OCCOC)=C(C)NC3=C2C(=O)CC(C)(C)C3)cc1 (configuration not stated) | i | i |
| CCOC(=O)N1CCN(C(=O)c2oc3ccc(S(=O)(=O)N4CCCCC4)cc3c2C)CC1 | i | i |
| Cc1ccc(S(=O)(=O)N2CCN(C(=O)CSc3nnnn3C)C2)cc1 | i | i |
| CC(=O)Oc1ccc2oc(/C=C/N(C)C)c([N+](=O)[O-])c2c1 | i | i |
| CC(=O)c1cc2c(cc1N/C(=N/S(=O)(=O)c1ccccc1)c1ccc(Cl)cc1)OCO2 | i | i |
| O=[N+]([O-])c1ccc(Oc2ccc(F)cc2Br)c2ccncc12 | i | i |
| CCCCc1cc(=O)oc2cc(OC(C)C(=O)NCc3ccccn3)c(Cl)cc12 (configuration not stated) | i | i |
| CCOC(=O)c1cc(=O)n(Cc2ccccc2C)c2ccccc12 | i | i |
| COc1ccc(Nc2nc3ccc(C)cc3cc2C#N)c(OC)c1 | i | i |
| CCNS(=O)(=O)c1ccc(CCC(=O)N2CCN(C(=O)OCC)CC2)cc1 | i | i |
| CCc1ccc(N(C(=O)c2csnn2)C(C(=O)NC(C)(C)CC)c2cccnc2)cc1 (configuration not stated) | i | -5.1* |

Other results follow.
| SMILES | KCNQ2 inh | CHT inh |
| --- | --- | --- |
| O=C(CSc1nc(-c2ccccc2Cl)ns1)Nc1ccc2c(c1)OCO2 | i | i |
| Cn1c(COc2ccc(Cl)cc2)nc2ccccc2c1=O | i | i |
| O=C1c2ccccc2C(=O)N1CCCc1c[nH]c2ccccc12 | i | i |
| COc1ccc(C[C@H]2CN3C(=NC[C@@H]3Cc3ccc(O)cc3)N2C[C@H](C)NC(=O)CCC2CCCCC2)cc1 | i | i |
| COc1ccc(NC(=O)c2cccc(NC(=O)C3C4CC5OC(=O)C3C5C4)c2)c(OC)c1 (configuration not stated) | i | i |
| O=C(N/N=C/c1ccc2cccc(OCc3ccccc3)c2n1)c1ccc(Cl)cc1 | i | i |
| COc1cc(SC)ccc1C(=O)OCC(=O)NCCC1=CCCCC1 | i | i |
| CN(Cc1nc(CCc2ccccc2)no1)Cc1cccs1 | i | i |
| O=C(CCl)NCCCN(C(=O)C(Cl)Cl)c1ccc([N+](=O)[O-])cc1 | i | i |
| CC(=O)Nc1ccc(NC(=S)Nc2ccccc2)cc1 | i | i |
| COc1ccccc1/C=C1\SC(=S)N(Nc2nc(C)cc(C)n2)C1=O | i | i |
| CCCn1c2ccccc2c2cnn(CC(=O)NC3CCCCC3)c(=O)c21 | i | i |
| CCCC(O)(c1ccc(OC)cc1)C(CN(C)C)c1ccccc1 (configuration not stated) | i | i |
| O=C(CN1C(=O)c2ccccc2S1(=O)=O)c1cccc(Br)c1 | i | i |
| O=c1c2c([nH]c3ccc(Br)cc13)CCCC2 | i | i |
| C/C(=N/NC(=O)c1cccs1)c1cccs1 | i | i |
| Nc1nc2c(ncn2COC(CO)CO)c(=O)[nH]1 | i | i |
| CCCc1nc(SCC(=O)N2CCC(Cc3ccccc3)CC2)c2c(=O)n(C)c(=O)n(C)c2n1 | i | i |
| CCCCn1c(N)c(N(CCOC)C(=O)c2cccc(OCc3ccccc3)c2)c(=O)[nH]c1=O | i | i |
| O=C(CN1CCCCCCC1)NC(=O)NC1CCCCC1 | i | i |
| Cc1ccccc1OC(C)C(=O)Nc1ccc2c(c1)OCCO2 (configuration not stated) | i | i |
| COc1ccc(CCNC(=O)CN2C(=O)COc3ccc(S(=O)(=O)N4CCOCC4)cc32)cc1OC | i | i |
| CCOC(=O)N1CCC(NCCNC(=O)c2ccco2)CC1 | i | i |
| COc1ccc(/C=N/Nc2nnc(Cc3ccccc3)c(=O)[nH]2)cc1OC | i | i |
| O=C(CN1C(=O)c2ccccc2C1=O)Oc1ccc(F)cc1 | i | i |
| O=S(=O)(NCc1csc(-c2cccnc2)n1)c1ccc(Br)cc1 | i | i |
| CC(=O)Oc1cccc(N2C(=O)C3C4C=CC(C4)C3C2=O)c1 (configuration not stated) | i | i |
| CC(=O)c1cccc(NC(=O)c2cnn3ccccc23)c1 | i | i |
| O=C(Nc1ccc(-c2nc3cccnc3s2)cc1)c1ccc(Cl)nc1 | i | i |
| COc1cccc(Cl)c1NC(=O)N1CCc2c([nH]c3ccccc23)C1C(F)(F)F (configuration not stated) | i | i |

Entries shown so far that have a tert-butyl group, in the order listed:
| SMILES | KCNQ2 inh | CHT inh |
| --- | --- | --- |
| CC(C)(C)n1nnnc1C(c1ccccc1F)N1CCN(C2CCCC2)CC1 (configuration not stated) | i | . |
| CC(C)(C)c1ccc(S(=O)(=O)N2CCC(CO)(CC3CCCCO3)CC2)cc1 (configuration not stated) | i | i |

Returning to the listing; the 4 compounds before the break are reprinted first.
| SMILES | KCNQ2 inh | CHT inh |
| --- | --- | --- |
| CC(=O)Oc1cccc(N2C(=O)C3C4C=CC(C4)C3C2=O)c1 (configuration not stated) | i | i |
| CC(=O)c1cccc(NC(=O)c2cnn3ccccc23)c1 | i | i |
| O=C(Nc1ccc(-c2nc3cccnc3s2)cc1)c1ccc(Cl)nc1 | i | i |
| COc1cccc(Cl)c1NC(=O)N1CCc2c([nH]c3ccccc23)C1C(F)(F)F (configuration not stated) | i | i |
| CN(C)c1ccc(-c2noc(-c3ccccc3O)n2)cc1 | i | i |
| CC1Sc2ccc(C(=O)Nc3ncccc3O)cc2NC1=O (configuration not stated) | i | i |
| COc1ccc(/C=C/C(=O)NCC(=O)N2CCC(N(C)CCN3CCOCC3)CC2)cc1OC | i | i |
| CCc1ccc(NC(=O)CCc2ccc(CC)o2)cc1 | i | i |
| COc1ccccc1NC(=O)N1c2ccccc2NC(=O)CC1C (configuration not stated) | i | i |
